Screening data: PubChem, several laboratories
TDP2 absorb: human TDP2 enzyme inhibitors, primary screen, biochemical, epi absorbance, recombinant enzyme | Tyrosyl-DNA phosphodiesterase 2 (Homo sapiens), O95551 | T5PNP hydrolysis, p-nitrophenol absorbance 415 nm | inhibition, % at 12.8 µM | 370,000 compounds, 0.34% hits | AID 720702, 2013;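 active = inhibition above the mean of all tested compounds plus 3 SD, set per campaign, cut at about 25% in these data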;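 note: 0% = DMSO with enzyme and 100% = buffer with substrate but no TDP2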
Target sequence (O95551 whole entry, looked up): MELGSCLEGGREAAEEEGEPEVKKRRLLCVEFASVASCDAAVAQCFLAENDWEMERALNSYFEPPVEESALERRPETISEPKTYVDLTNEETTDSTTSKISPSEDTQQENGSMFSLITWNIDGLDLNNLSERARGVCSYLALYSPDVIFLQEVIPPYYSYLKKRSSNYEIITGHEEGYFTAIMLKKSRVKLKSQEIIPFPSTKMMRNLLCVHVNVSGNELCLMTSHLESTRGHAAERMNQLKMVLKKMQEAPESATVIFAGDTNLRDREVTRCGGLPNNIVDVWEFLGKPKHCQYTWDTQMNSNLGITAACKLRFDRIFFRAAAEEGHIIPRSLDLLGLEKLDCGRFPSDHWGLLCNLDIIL
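System – recombinant human TDP2 · Amount – 120 nM TDP2 per well · Buffer or medium – Mg2+-containing Tris-HCl buffer, pH 7.5 · Reagent – T5PNP substrate, 5 mM · Dosing – 12.8 µM single point, 1% DMSO · Incubation – 2 h at 37 °C · Measured by – epi absorbance · Read-out basis – percent inhibition · Benchmarks – high control without enzyme, low control DMSO plus TDP2 · Repeats – singlicate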
LEDGF integ inh: blockers of LEDGF/p75-dependent integrase strand transfer – biochemical, TR-FRET, high throughput, primary screen. 370,000 compounds, 0.64% hits. TR-FRET IN-LEDGF/p75 DNA integration, Eu/Cy5. inhibition, % at 3.7 µM. AID 743269, 2014. HIV-1 integrase (with human LEDGF/p75);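 active = inhibition above the screen-wide mean plus 3 SD, cut at about 13% in these data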;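 note: signal is the Cy5 over europium emission ratio at 671 and 618 nm; 0% = plate median of compound wells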
PRMT1 inh: PRMT1 methyltransferase inhibitors, primary screen, biochemical, fluorescence polarization | inhibition, % at 2.79 µM | recombinant PRMT1, activity-based probe fluorescence polarization | 370,000 compounds, 1.3% hits | Protein arginine N-methyltransferase 1 (Homo sapiens), Q99873;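 active = inhibition above about 21% made by adding two undisclosed values, limit read from the data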
TCR CD3 inh: inhibitors of human TCR-CD3 interaction, primary screen, biochemical, fluorescence, TAMRA-labeled TCR probe | 360,000 compounds, 0.37% hits | AID 651800, 2012 | T-cell receptor (TCR) | inhibition, % at 9.4 µM; in the data active = inhibition above about 19%;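 note: recombinant mutant TCR 2C K166C tagged with TAMRA read by polarization; 0% = receptor in buffer alone and 100% = receptor with positive control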
ABHD4 inh: ABHD4 inhibitors, primary screen, biochemical, fluorescence polarization, mouse; (Lyso)-N-acylphosphatidylethanolamine lipase (Mus musculus), Q8VD66; purified mABHD4, FP-Rh probe fluorescence polarization; inhibition, % at 8.92 µM; 370,000 compounds, 0.54% hits;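 active = inhibition exceeding the mean over every tested compound plus 3 SD, cut at about 30% in these data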;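 note: 0% = plate median of compound wells and 100% = S159A mutant with DMSO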
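Assay system: Wild-type mouse ABHD4 protein | Medium: HEPES pH 7.0 buffer, 150 mM NaCl, 0.01% Pluronic F-127 | Incubation: Enzyme–compound pre-incubation 45 min, then probe 60 min, both 25 °C | Technique: Fluorescence polarization with parallel and perpendicular emission, 525/598 nm | Evaluation: % inhibition of FP-Rh probe binding versus controls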
rCAG RNA binder: binders of r(CAG) RNA repeats, primary screen, biochemical, fluorescence | r(CAG) RNA repeat, TO-PRO-1 dye displacement fluorescence | inhibition, % at 3 µM | 370,000 compounds, 1.3% hits | AID 651821, 2012;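 active = inhibition above the plate cutoff, the mean of all test compounds on that plate plus 3 SD, cut at about 35% in these data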;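 note: 0% = DMSO alone and 100% = 100 µM mitoxantrone as full dye displacement; higher means more dye released from RNA so lower well fluorescence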
SIAE primary: human SIAE inhibitors, primary screen, biochemical, fluorescence polarization, FP-Rh probe, 1536-well HTS. Sialate O-acetylesterase (Homo sapiens), Q9HAT2. SIAE FP-Rh probe binding. inhibition, % at 9.66 µM. 370,000 compounds, 0.69% hits. AID 1053197, 2014;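 active = inhibition above a cutoff: mean of compounds within the control limits plus 3 SD of those, cut at about 17% in these data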;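 note: 0% = plate median of compound wells and 100% = probe without SIAE protein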
Target sequence (Q9HAT2 whole entry, looked up): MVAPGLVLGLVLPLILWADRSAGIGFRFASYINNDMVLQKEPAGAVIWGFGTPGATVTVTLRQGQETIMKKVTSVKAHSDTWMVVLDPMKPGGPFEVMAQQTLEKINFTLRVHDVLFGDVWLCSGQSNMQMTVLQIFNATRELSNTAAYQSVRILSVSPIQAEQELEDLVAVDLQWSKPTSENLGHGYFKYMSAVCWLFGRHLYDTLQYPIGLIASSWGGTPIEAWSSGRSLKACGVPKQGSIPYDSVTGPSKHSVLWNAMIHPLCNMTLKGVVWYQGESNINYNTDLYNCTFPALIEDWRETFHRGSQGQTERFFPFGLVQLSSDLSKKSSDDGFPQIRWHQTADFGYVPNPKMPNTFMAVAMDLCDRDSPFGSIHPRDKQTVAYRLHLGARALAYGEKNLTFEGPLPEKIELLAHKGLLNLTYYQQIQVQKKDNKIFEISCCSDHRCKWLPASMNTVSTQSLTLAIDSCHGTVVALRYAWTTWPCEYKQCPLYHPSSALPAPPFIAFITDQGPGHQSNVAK
PG9 Ab binder: binders of HIV-1 gp120 antibody PG9, primary screen, biochemical, TR-FRET. inhibition, % at 6.7 µM. 360,000 compounds, 0.43% hits. TR-FRET gp120-PG9 antibody binding. HIV-1 gp120 / PG9 antibody interaction; in the data active = inhibition above about 8.5%
Rev-erbA mod: modulators of Rev-erb alpha DNA binding, primary screen, biochemical, FITC-DNA, fluorescence polarization, uHTS. 370,000 compounds, 0.79% hits. Rev-erbα–FITC-DNA binding, 90 min. activity, % at 10 µM. AID 1259318, 2017. Nuclear receptor subfamily 1 group D member 1 (Homo sapiens), P20393;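 active = activity above about 14%, limit read from the data; passing the limit was not always enough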;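 note: 0% = DMSO wells with 35 nM protein and 100% = DMSO wells with 750 nM protein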
HTRA1 inh: HTRA1 serine protease inhibitors, primary screen, biochemical, fluorescence polarization, HTS; inhibition, % at 5.96 µM; AID 504803, 2011; 340,000 compounds, 0.5% hits; Q92743; recombinant HTRA1, FP-rhodamine activity-based probe; in the data active = inhibition above about 36%;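 note: 0% = enzyme with DMSO and 100% = wells lacking enzyme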
* marks the source's active call; other numbers are inactive results; . = no result given.

structure,TDP2 absorb,LEDGF integ inh,PRMT1 inh,TCR CD3 inh,ABHD4 inh,rCAG RNA binder,SIAE primary,PG9 Ab binder,Rev-erbA mod,HTRA1 inh
CC(=O)NS(=O)(=O)c1ccc(NC(=O)COc2ccc(C(=O)c3ccccc3)cc2)cc1,0,1,5,-11,-2,28,-2,-0.3,0,-5
NS(=O)(=O)c1ccc(CCNC(=O)CCNS(=O)(=O)c2ccccc2C(F)(F)F)cc1,-2,-2,-3,1,-4,3,-2,-3.8,9,7
O=C(c1ccc2c(=O)n(Cc3ccccc3)c(=S)[nH]c2c1)N1CCOCC1,3,0,2,-1,4,1,-4,0.0,-1,3
COc1ccc(OCCSc2nc3ccccc3c(=O)[nH]2)cc1,6,0,-9,4,2,1,3,58*,29*,-6
CCOC(=O)CN(C(=O)COc1nc(C)cc(C)c1C#N)c1cccc(Cl)c1,1,-1,1,-1,0,-10,1,3.4,-3,-1
COc1ccc(-c2noc(CSc3nnc(-c4ccncc4)n3-c3ccc(F)cc3)n2)cc1OC,-4,-4,2,-3,-7,-3,-1,-0.7,-2,-12
Cc1ccc(OCC(=O)N/N=C\c2ccc(O)cc2)c([N+](=O)[O-])c1,8,4,-4,9,-1,1,-3,1.0,-1,-5
CC(=O)N1CCN(c2ccc(NC(=O)c3ccccc3)cc2)CC1,-7,-9,-3,-7,-2,2,-1,-2.8,-9,5
CCOC(=O)C[C@H]1c2ccccc2S(=O)(=O)N1C1CC1,-4,4,-1,2,-1,-1,-3,-1.3,7,-4
O=[N+]([O-])c1ccc(O)c(/C=N/Nc2ncnc3c2cnn3-c2ccccc2)c1,-2,1,6,-6,7,12,-10,-0.5,10,5
Cc1cc(SCC(=O)Nc2ccccc2)nc(C)n1,3,5,0,-8,-9,-5,4,0.0,6,4
O=C(Nc1cccc(NC(=O)C2CCCO2)c1)C1CCCO1 (stereo unspecified),11,-2,-2,-1,6,-1,2,-1.1,-4,-4
O=C(CN1CCN(Cc2ccccc2)CC1)N/N=C/c1ccccc1F,5,1,-2,-5,8,-10,2,-3.8,6,.
CN1CCN(C(=S)c2cn(Cc3ccccc3)c3ccccc23)CC1,-16,-3,-6,11,-2,-5,-1,-1.7,8,-11
CC(C)[C@H](NS(=O)(=O)c1cccc(Cl)c1)C(=O)OCC(=O)N1CCN(c2ccccc2)CC1,-9,1,0,10,-3,-4,5,-2.7,-7,1
Cc1ccc(NC(=S)N(Cc2ccco2)C(C)c2cccs2)cc1 (stereo unspecified),-3,6,-2,0,-9,11,2,1.0,-2,-6
CC(C)CCNc1nc2c(c(=O)n(Cc3cccc(F)c3)c(=O)n2C)n1C,-10,1,1,-1,11,-8,6,0.5,-3,2
Cc1ccc(N/N=C2\CCS(=O)(=O)c3sccc32)cc1,-14,-6,16,0,15,6,13,0.6,2,-1
O=C(Nc1ccc(Cl)c([N+](=O)[O-])c1)ONC1=NCCCCC1,1,-2,2,-5,-3,4,-7,1.9,-7,-4
O=S(=O)(NCC(c1ccco1)N1CCN(c2ccccc2F)CC1)c1ccc2c(c1)OCCO2 (stereo unspecified),-4,-1,0,8,-9,-4,15,-2.4,4,-24
C=CC(COCc1ccccc1)N(Cc1ccccc1)S(=O)(=O)c1ccccc1Br (stereo unspecified),-1,-1,1,1,-5,2,-7,-0.6,2,-37
COc1ccc(S(=O)(=O)N2CCCCC2)cc1NC(=O)C1CC(=O)N(c2ccc3c(c2)OCCO3)C1 (stereo unspecified),-1,-5,3,-1,-8,7,-12,1.6,0,3
Cc1ccc(-c2csc(=Nc3cccnc3)n2CCCn2ccnc2)cc1C,-18,1,3,-5,0,2,-3,-0.4,-3,-12
COc1cc(-c2cccc([C@H]3[C@@H]4C=CC[C@@H](C)[C@@H]4C(=O)N3Cc3ccccc3)c2)cc(OC)c1OC,-8,1,7,-6,2,7,-1,1.0,0,-30
CCN(CC)S(=O)(=O)c1cc(C(=O)OCC(=O)NC(=O)c2cccn2C)ccc1C,9,1,2,8,-5,1,-3,0.5,4,-2
CN(C)c1ccc(/C=[N+](\[O-])C(C)(C)/C=N/O)cc1,4,-6,2,-1,2,-2,1,-3.0,0,-5
CC(C)Cc1nnc(NC(=O)C2CCN(C(=O)c3ccc(Cl)cc3)CC2)s1,7,-4,-1,-1,4,-3,1,0.2,10,7
CS(=O)(=O)Nc1ccc(-c2ccc(/C=C3\SC(N)=NC3=O)o2)cc1,-5,-3,1,-5,9,22,-12,-12,44*,-17
Cc1ccsc1CN(C)Cc1nc(C2CC2)no1,-10,-1,5,-6,4,-1,-2,-0.9,5,1
Cc1ccc(S(=O)(=O)N(CC(=O)Nc2cccc(C(F)(F)F)c2)C(=O)N2CCN(C)CC2)cc1,5,2,-4,-4,1,-2,-2,-1.5,-1,7
CCN(CC)c1nc2n(c(=S)n1)CCS2,-2,-1,1,4,-4,1,2,-1.5,1,-2
CCC(NC(=O)NC1CCCCC1)c1ccccc1 (stereo unspecified),-22,0,-3,6,-11,1,-11,-1.8,4,3
COc1ccc(S[C@]2(C(=O)N3CCOCC3)CC(=O)N(c3ccc(OC)cc3)[C@@H]2c2ccc(OC)cc2)cc1,-13,7,-1,.,-7,6,2,.,6,.
Cc1ccc(/C=N/NC(=O)CC2N=C(Cc3ccccc3)NNC2=O)cc1 (stereo unspecified),1,-2,-3,8,3,-1,6,-2.3,-1,-3
Cc1cc(C)n(-c2ncnc3sc4c(c23)CCCC4)n1,-1,-1,0,1,-8,-5,-3,-0.6,-4,-9
Cc1ccc(S(=O)(=O)Nc2n[nH]nc2C(=O)NC2CCCCC2)cc1,15,1,0,11,4,9,4,0.1,-3,.
CC12CCC(C(=O)NCc3ccccc3Cl)(CC1=O)C2(C)C (stereo unspecified),-8,-5,4,-1,-1,-4,-1,-4.2,-2,-1
C[C@H](NC(=O)c1ccc(Cl)cc1)C(=O)NNC(=O)c1cccs1,-8,1,-1,12,5,4,3,2.3,-4,12
Cc1cccc(S(=O)(=O)N(C)C[C@@H]2OCc3cnnn3CCCC(=O)N([C@H](C)CO)C[C@@H]2C)c1,3,-4,6,-3,-3,1,3,-1.3,-5,-1
COc1ccc(-c2nnc(SCC(=O)OC3CCCCC3)o2)cc1OC,5,-1,0,-1,-1,-2,0,0.8,-1,2
C[C@]12Cc3ccccc3C1CC1=N[C@@H](c3ccc(C(F)(F)F)cc3)O[C@@]13C[C@@H]2C(=O)N3C1CCN(Cc2ccccc2)CC1 (stereo partly specified),-1,-3,5,-2,11,4,-6,0.1,-3,.
CS(=O)(=O)NNC(=O)Cn1nnc(-c2cc(C(F)(F)F)cc(C(F)(F)F)c2)n1,9,4,-3,3,-7,5,4,-1.0,-1,.
COc1cccc(-c2cc(C(F)(F)F)n3ncc(C(=O)NCC4CCCO4)c3n2)c1 (stereo unspecified),4,-2,2,-3,6,-5,-7,0.5,11,-5
Cc1ccc(Cl)cc1N1CCN(C(=O)CCS(=O)(=O)c2ccc3c(c2)NC(=O)CO3)CC1,-21,2,0,-3,-7,0,2,0.6,-2,2
COC(=O)Cc1ccc(OC2(C)CCN(Cc3ccc4c(c3)OCCO4)C2)cc1 (stereo unspecified),0,1,3,-4,6,-3,-1,0.6,-4,.
CCc1nnc(NC(=O)c2ccc(NC(=O)C(C)C)cc2)s1,5,-3,3,-5,1,-4,-3,3.3,-1,0
O=C(NCC(=O)N1CCC(Cc2ccccc2)CC1)c1ccc(Cl)cc1,11,-3,0,-5,9,-8,0,-0.3,0,-9
Fc1ccc(NC(=S)NCc2ccccc2)cc1,12,1,1,-5,1,-1,3,-1.1,5,-1
O=C(CN1C(=O)NC2(CCCCCC2)C1=O)NCc1ccccc1Cl,-7,5,-4,-10,-6,-2,-4,-1.2,0,1
CC1(C(=O)Nc2ccc(F)cc2F)CCN1C(=O)Cc1ccc(Cl)cc1Cl (stereo unspecified),-10,-1,-1,9,0,0,3,-1.2,-3,.
CC(=O)N1CCc2cc(S(=O)(=O)NCCC(=O)Nc3cc(C)cc(C)c3)ccc21,7,0,0,0,-1,0,2,-1.7,3,-1
NC(=O)c1c(NC(=O)c2ccccc2C(=O)O)sc2c1CCCC2,3,0,2,4,0,4,2,-30,-6,8
COc1cc(C2Nc3ccccc3C(=O)N2NS(C)(=O)=O)c([N+](=O)[O-])cc1OC (stereo unspecified),5,1,12,11,4,0,0,1.4,-3,7
Cc1cc(NC(=O)CCC(=O)N(c2ccccc2)C(C)C(=O)NC2CCCC2)no1 (stereo unspecified),-5,-1,-3,5,1,-9,-1,-1.3,-4,-13
O=C(CN1C(=O)S/C(=C/c2cccs2)C1=O)N1CCCC1,-11,0,7,2,-15,2,10,0.7,-3,-1
C/C(=N/Nc1nc(C)cc(-c2ccccc2)n1)c1ccco1,8,0,1,-3,7,-5,4,0.6,1,-2
O=C(CCCN1C(=O)c2cccnc2C1=O)Nc1ccccc1F,-3,-8,6,-2,0,-2,0,2.0,-3,5
Cn1c(Cn2c(=O)sc3ccccc32)nnc1SCC(=O)N1CCCC1,-3,-3,3,-2,-8,2,2,-0.4,2,3
O=C(NCc1ccccc1CN1CCCC1)C1CCN(C(=O)c2ccc(F)cc2)CC1,-9,0,-3,-8,-2,3,-1,-0.5,-3,-1
O=C(CCN1C(=O)/C(=C/c2cccs2)SC1=S)Nc1ccccc1O,14,7,0,0,-8,10,-7,-1.8,-5,-10
COc1ccc(CC(N)c2csc(NC(=O)c3cc(C(C)(C)C)oc3C)n2)cc1 (stereo unspecified),-3,9,-2,-4,18,16,-9,0.5,-1,.

An excerpt (hit frequency here may not be typical).
